RXFP1 antag – blocks the human relaxin receptor RXFP1 | HEK293-RXFP1, relaxin-stimulated cAMP HTRF, 30 min; active compounds read low | Q9HBX9 | AID 1259400 | 0.59% of 350,000 active | activity change, negative = inhibition, % at 57.5 µM;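 active means activity change of -60% or lower, but not beyond a set lower limit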; further: on the % scale 0 is the no-effect control and ±100 the full control effect
Target sequence (Q9HBX9 whole entry, looked up): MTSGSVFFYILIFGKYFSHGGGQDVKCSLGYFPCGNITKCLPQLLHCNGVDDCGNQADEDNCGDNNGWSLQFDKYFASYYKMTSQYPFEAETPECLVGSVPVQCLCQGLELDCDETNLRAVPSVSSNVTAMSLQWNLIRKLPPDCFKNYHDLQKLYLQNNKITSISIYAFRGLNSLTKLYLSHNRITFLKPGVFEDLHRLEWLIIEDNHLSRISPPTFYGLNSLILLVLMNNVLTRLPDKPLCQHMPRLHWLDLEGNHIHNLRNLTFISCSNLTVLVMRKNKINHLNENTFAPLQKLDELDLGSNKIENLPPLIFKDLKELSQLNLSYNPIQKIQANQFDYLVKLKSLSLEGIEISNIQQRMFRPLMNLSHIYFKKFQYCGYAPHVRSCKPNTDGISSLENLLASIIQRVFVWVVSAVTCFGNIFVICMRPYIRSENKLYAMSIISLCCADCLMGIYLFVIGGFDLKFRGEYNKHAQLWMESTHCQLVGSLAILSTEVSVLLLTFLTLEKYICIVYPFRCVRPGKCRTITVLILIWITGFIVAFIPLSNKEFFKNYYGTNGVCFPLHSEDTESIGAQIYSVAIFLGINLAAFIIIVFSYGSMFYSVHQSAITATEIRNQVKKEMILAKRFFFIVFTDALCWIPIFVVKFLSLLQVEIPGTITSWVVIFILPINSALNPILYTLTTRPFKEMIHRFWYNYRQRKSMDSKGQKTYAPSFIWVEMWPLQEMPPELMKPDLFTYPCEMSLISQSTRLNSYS
D2 ag – activates the human D2 dopamine receptor; P14416; HEK293 T-REx D2 cells, calcium flux agonist mode; activation, % at 2 µM; 0.53% of 340,000 active; AID 485358;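 active means activation over 3 SD above normal in the single-dose calcium agonist read, cut at about 30% in these data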; further: 0% is about no effect
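Tetracycline-induced HEK293 Trex cells with D2 receptor force-coupled to calcium signaling, plated overnight at 30 C and loaded with no-wash calcium dye. Calcium flux read kinetically for 180 s after compound addition; responses flag agonists.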
D1 PAM – enhances dopamine response at the human D1 receptor; potentiation, % at 10 µM; HEK293 TREx D1 cells, calcium flux, dopamine EC20 potentiation; AID 504651; P21728; 0.036% of 360,000 active; in the data active means potentiation above about 30%; further: 0% is about no effect
TRHR PAM – allosterically enhances the human TRH receptor | P34981 | TRHR cells, fluo-8 calcium fluorescence, EC20 TRH enhancement | enhancement, % at 2 µM | 0.66% of 360,000 active | AID 493056; in the data active means enhancement above about 30%; further: 0% is about no effect
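Enhancer read-out: after compound pinning and an initial kinetic agonist-mode read, an EC20 of TRH (10 nM final) was injected and fluo-8 calcium signal (Ex 480/Em 530) followed at 1 s/cycle for 100 cycles in TRHR-expressing cells.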
D1 antagonist – blocks dopamine activation of the human D1 receptor | HEK293 TREx D1 cells, calcium flux, dopamine EC80; active compounds read low | activity change, negative = inhibition, % at 10 µM | AID 504652 | 3.2% of 360,000 active | P21728; in the data active means activity change below about -30%; further: on the % scale 0 is the no-effect control and ±100 the full control effect
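Tetracycline-induced HEK293 Trex D1 cells, force-coupled to calcium, dye-loaded; compounds added and read 180 s, then EC80 dopamine added and calcium flux tracked kinetically another 180 s.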
D2 antag – D2 dopamine receptor (human) antagonism; P14416; HEK293 TREx D2 cells, calcium flux, dopamine EC80; inhibition, % at 10 µM; 2% of 340,000 active; AID 485344; in the data active means inhibition above about 30%; further: 0% is about no effect
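Read-out: kinetic calcium fluorescence (1 cycle/s) in inducible HEK293 T-REx D2 cells after an EC80 dopamine addition that followed 180 s compound preincubation. Loss of the dopamine response indicates antagonism.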
D1 agonist – agonists of human D1 dopamine receptor. activation, % at 2 µM. 1% of 360,000 active. HEK293 T-REx D1 cells, calcium flux, agonist mode; further: 0% is about no effect
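Tetracycline-induced HEK293 TREx D1 cells, force-coupled to calcium signalling, were dye-loaded with a no-wash calcium kit. Compound was pin-added after a 10 s baseline. Fluorescence was read kinetically at 1 cycle/s for 180 s, with calcium rises flagged as agonism.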
D2 potentiator – positive allosteric modulators of human D2 dopamine receptor. P14416. HEK293 T-REx D2, calcium flux, EC20 dopamine potentiation. potentiation, % at 10 µM. 0.34% of 340,000 active. AID 485347;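 active means potentiation over 3 SD above the plate norm, cut at about 30% in these data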; further: 0% is about no effect
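Potentiation of an EC20 dopamine calcium response measured kinetically over 180 s, after a preceding 180 s compound-only read flagging agonists. Cells: inducible Hek293 Trex D2 line, 4000/well, cultured overnight at 30 C before dye loading.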
TRHR agonist – TRH receptor (human) agonism; P34981; TRHR cells, calcium flux fluo-8, FDSS agonist mode; activation, % at 2 µM; 0.18% of 360,000 active; AID 493084; further: 0% is about no effect
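Steps: seed TRHR cells overnight; add fluo-8 no-wash Ca dye, RT 30 min–1.5 h; record 10 s baseline; pin-transfer compounds; monitor fluorescence 1 cycle/s for the agonist window. Calcium increases flag candidate agonists.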
* = called active by the depositor; . = not tested or not shown. Unless noted, no stated cut-off is given here; in the data, active means activation above about 30%; inactive means the rest. An unsorted share of the library; about 7.1% have a hit in one of these screens.

(1) Cc1cc(C)cc(OCC(=O)NN2Cc3ccccc3C2=N)c1
(2) CCOC(=O)c1c(S(=O)(=O)N2CCCC(C(=O)NCc3cccc(C)c3)C2)c(C)n(C)c1C (configuration not stated)
(3) COc1ccc(CCNC(=O)Cc2c(C)c3cc4c(C)coc4c(C)c3oc2=O)cc1
(4) O=C(CSCc1ccccc1Br)N/N=C/c1ccccc1C(=O)O
(5) NC(=O)NCc1ccc(C(=O)OCc2ccncc2)cc1
(6) Nc1ccc(C(=O)NCCCCCCNC(=O)c2ccc(N)cc2)cc1

Screen / compound no.	1	2	3	4	5	6
RXFP1 antag	-12	-5	12	-6	.	5
D2 ag	0.5	1.2	-0.1	0.4	-0.1	.
D1 PAM	-1	1	2	2	5	-10
TRHR PAM	3	-2	1	5	-2	-1
D1 antagonist	4	33	-4	-2	11	12
D2 antag	4	.	.	5	-3	.
D1 agonist	1	-1	0	1	0	5
D2 potentiator	2	-3	5	-4	11	-3
TRHR agonist	-0.5	-0.2	0.1	1.1	0.6	-0.6

(7) O=c1/c(=C\c2cccc(O)c2)sc2nc(-c3ccccc3)c(-c3ccccc3)n12
(8) Cc1ccc(-n2nc3ccc(NC(=O)COc4ccccc4C)cc3n2)cc1
(9) C=CCn1c(COc2cccc(C)c2)nnc1SCC(=O)NC(=O)NCc1ccco1
(10) Oc1c(Br)cccc1/C=N/Nc1c(F)c(F)c(F)c(F)c1F
(11) C=CCON/C(CCC)=C1\C(=O)C(C(=O)OC)C(C)(C)CC1=NC (configuration not stated)
(12) COC(=O)COc1ccc(S(=O)(=O)N2CCN(c3ccc(F)cc3)CC2)cc1

Screen / compound no.	7	8	9	10	11	12
RXFP1 antag	-20	-7	17	3	-2	-8
D2 ag	0.1	1.0	1.1	-1.2	-1.0	-0.4
D1 PAM	-4	4	-2	-3	-2	-6
TRHR PAM	3	-1	0	35*	-2	-2
D1 antagonist	-17	-3	-4	-3	2	-20
D2 antag	6	.	1	2	-7	-2
D1 agonist	2	1	4	2	10	2
D2 potentiator	8	-3	.	-3	-8	5
TRHR agonist	0.3	1.2	-0.9	-0.2	0.0	-0.5

(13) CSc1nc(-c2ccccc2)c(-c2ccccc2)[nH]1
(14) Cc1cc(Br)ccc1NC(=S)Nc1cccc([N+](=O)[O-])c1
(15) Cc1cc(NC(=O)C(C)Sc2nnc(NCc3ccco3)s2)no1 (configuration not stated)
(16) O=C(O)c1cc(-c2ccc(N3CCOCC3)cc2)nn1-c1ccc(F)cc1F
(17) CCOc1cc(-c2nnn(CC(=O)N3CCCCC3)n2)ccc1OC
(18) O=C(NCC1CCCO1)c1ccccc1-c1nc(-c2ccc(F)cc2)no1 (configuration not stated)

Screen / compound no.	13	14	15	16	17	18
RXFP1 antag	1	1	-5	-2	-2	8
D2 ag	0.2	1.0	-0.7	.	1.8	0.9
D1 PAM	2	6	-4	1	-5	-3
TRHR PAM	5	-2	-6	7	-4	-3
D1 antagonist	-8	13	8	4	25	-7
D2 antag	7	-14	-9	.	11	8
D1 agonist	-1	7	2	4	-1	1
D2 potentiator	14	0	9	0	3	-13
TRHR agonist	0.1	0.7	-1.1	1.4	1.4	-0.4

(19) O=C(CCCN1C(=O)c2cccc3cccc(c23)C1=O)Nc1nccs1
(20) O=C(CCN1C(=O)c2ccccc2C1=O)C1=NN[C@@H]2C(=O)N(c3ccc4c(c3)OCCO4)C(=O)[C@H]12
(21) O=C(CN(Cc1ccco1)C(=O)CNS(=O)(=O)c1ccc(F)cc1)NCc1ccco1
(22) O=C(Nn1cnnc1)c1ccc(Br)s1
(23) Cc1ccc2nc(-c3ccc(Cl)c(NC(=O)c4ccc5c(c4)OCCO5)c3)oc2c1
(24) CCC(c1nnnn1CC1CCCO1)N(CCN1CCOCC1)Cc1cc2cc(C)ccc2[nH]c1=O (configuration not stated)

Screen / compound no.	19	20	21	22	23	24
RXFP1 antag	6	2	5	2	.	1
D2 ag	0.4	0.3	0.2	2.2	.	0.2
D1 PAM	2	-9	1	-1	-3	-4
TRHR PAM	3	0	-4	-5	-2	-6
D1 antagonist	1	-22	-2	17	-1	-10
D2 antag	-9	-2	-11	-5	.	16
D1 agonist	1	1	3	4	0	2
D2 potentiator	12	-9	-7	-3	-1	-2
TRHR agonist	0.0	-0.6	0.2	0.3	0.6	1.9

(25) COc1ccc(NC(=O)C2CC(c3ccc(Cl)cc3)=NO2)cc1OC (configuration not stated)
(26) CCN1CCN(S(=O)(=O)c2ccc(Cl)c(C(=O)N(CC)CC(=O)Nc3ccc(OC)cc3)c2)CC1
(27) O=C(CN1C(=O)c2ccccc2C1=O)Nc1ccc(-c2nc3ccccc3o2)cc1
(28) CC1=CCC2C(=O)N(c3ccc(C)cc3)C(=O)C2C1 (configuration not stated)
(29) O=C(COC(=O)c1cc2c(s1)CCC2)Nc1ccc(F)cc1
(30) N#Cc1ccc(C(=O)CN2CCN(c3ccccc3)CC2)cc1

Screen / compound no.	25	26	27	28	29	30
RXFP1 antag	-2	4	-27	2	-17	-9
D2 ag	-0.3	-1.1	0.5	0.2	-0.2	35*
D1 PAM	-8	-7	2	2	-9	-8
TRHR PAM	2	-4	-5	2	0	1
D1 antagonist	-26	-12	0	-3	-19	2
D2 antag	-18	-7	-8	12	-8	16
D1 agonist	8	8	3	1	9	4
D2 potentiator	11	4	.	-4	-4	-23
TRHR agonist	-1.3	1.6	1.3	1.5	0.2	-0.1

(31) CN(Cc1cn(C)nc1-c1ccc(Oc2ccccc2)cc1)CC1COCCO1 (configuration not stated)
(32) COc1ccc(N2C(=O)CSC23C(=O)N(Cc2ccccc2F)c2ccccc23)cc1Cl (configuration not stated)
(33) CCCc1nc2sc3c(N4CCC(C)CC4)ncnc3c2c2c1CCCC2
(34) CCC(=O)N1N=C(c2c(-c3ccccc3)c3cc(Cl)ccc3[nH]c2=O)CC1c1ccco1 (configuration not stated)
(35) O=C(NC(=S)Nc1ccc2c(c1)OCCO2)c1ccco1
(36) CCCCc1ccc(C2C(C#N)=C(N)SC(N)=C2C#N)s1

Screen / compound no.	31	32	33	34	35	36
RXFP1 antag	-3	.	-12	-5	-4	.
D2 ag	0.8	0.3	.	-0.2	1.2	13
D1 PAM	-3	-2	0	2	-3	-9
TRHR PAM	12	2	3	-6	1	-2
D1 antagonist	-8	-13	-6	16	-1	-67*
D2 antag	-8	.	.	3	3	5
D1 agonist	18	4	3	5	5	63*
D2 potentiator	13	9	3	6	-2	4
TRHR agonist	-0.3	-0.1	0.3	-0.4	0.4	10

(37) Cc1ccc(S(=O)(=O)N2CCCCC2)cc1C(=O)N1CCN(CCO)CC1
(38) O=C(CCN1C(=O)C2CC=CCC2C1=O)NC1CCCCC1 (configuration not stated)
(39) CCc1ccccc1Nc1nc2ccccc2n1CC
(40) CSc1n[nH]c(-c2sccc2OCc2ccc(C)cc2)n1
(41) N#Cc1ccc(C(=O)Nc2nc(SCc3ccc(Cl)cc3)n[nH]2)cc1
(42) Cn1c(=O)c2c(c3ccccc31)OC(=O)CC2c1ccccc1 (configuration not stated)

Screen / compound no.	37	38	39	40	41	42
RXFP1 antag	-1	8	-7	-19	-8	-1
D2 ag	0.1	1.3	-1.7	-0.2	-0.5	0.1
D1 PAM	-7	-6	-5	-6	0	-2
TRHR PAM	3	1	-7	4	-4	-3
D1 antagonist	-4	-17	36	-10	16	-3
D2 antag	-6	8	-21	-18	-23	.
D1 agonist	0	4	1	1	3	2
D2 potentiator	-11	-9	1	-1	13	1
TRHR agonist	0.2	0.8	0.0	0.2	-1.5	0.2

(43) COc1cc2c(cc1OC)CN(c1ccc(C(F)(F)F)cn1)CC2
(44) O=c1cc(CN2CCN(c3ccccc3)CC2)c2cc(O)c(-c3ccccc3)cc2o1
(45) O=C(Nc1ccc2c(c1)OCCO2)C1CCCC1
(46) CCOc1cc(C2C(C(=O)OC)=C(C)NC3=C2C(=O)c2ccccc23)cc(Br)c1OCC (configuration not stated)
(47) Cc1cc(O)c(C(=O)c2cnc3c(c2)COc2ccccc2-3)cc1Cl
(48) CCCn1c(SCC(=O)NC2CCCC2)nnc1-c1ccccn1
(49) COc1ccc(C2Nc3ccccc3C(=O)N2c2ccc(C)cc2)cc1Cn1nnc2ccccc21 (configuration not stated)
(50) CN(C)C(=O)N1CCCC(C(=O)NCc2ccccc2Cl)C1 (configuration not stated)

Screen / compound no.	43	44	45	46	47	48	49	50
RXFP1 antag	-16	-17	-9	-17	.	-1	17	-6
D2 ag	.	4.9	0.0	-1.3	-0.4	-0.4	.	0.1
D1 PAM	-2	-5	5	0	-1	-4	-3	0
TRHR PAM	-2	10	1	4	35*	-9	-2	-10
D1 antagonist	-10	2	-33*	-8	2	12	-4	-8
D2 antag	.	0	4	.	.	-17	.	-3
D1 agonist	-3	0	-1	0	0	1	-1	2
D2 potentiator	13	2	-10	-11	-3	-4	.	-1
TRHR agonist	-0.2	0.1	0.5	0.0	-1.5	-1.1	0.1	0.3

Whole records, looked up by structure. Order of values: RXFP1 antag	D2 ag	D1 PAM	TRHR PAM	D1 antagonist	D2 antag	D1 agonist	D2 potentiator	TRHR agonist
COc1cc2c(cc1OC)CN(c1ccc(C(F)(F)F)cn1)CC2 in the list: -16	.	-2	-2	-10	.	-3	13	-0.2
O=c1cc(CN2CCN(c3ccccc3)CC2)c2cc(O)c(-c3ccccc3)cc2o1 in the list: -17	4.9	-5	10	2	0	0	2	0.1
CN(C)C(=O)N1CCCC(C(=O)NCc2ccccc2Cl)C1 (configuration not stated) in the list: -6	0.1	0	-10	-8	-3	2	-1	0.3
CCCn1c(SCC(=O)NC2CCCC2)nnc1-c1ccccn1 in the list: -1	-0.4	-4	-9	12	-17	1	-4	-1.1

Compound activity as filed in PubChem BioAssay.
